Assay outcomes: PubChem BioAssay, National Center for Advancing Translational Sciences (NCATS)
p53ts 39C tox = qHTS Screen for Compounds that Selectively Target Cancer Cells with p53 Mutations: Cytotoxicity of p53ts Cells at the Nonpermissive Temperature; H1299-p53A138V viability at 39C, ATP luminescence, 24 h; Potency, µM (titrated, usually from 46.1 µM), for the others: at the top dose activity change, negative = cell killing, most hits filed as cytotoxic; actives 1.5% (n = 130,000); AID 902, 2007; active = well fitted cell-killing curve with a large enough effect; inconclusive = small, poorly fitted or top-dose-only effect; inactive = no such curve, though single readings can be large or run the other way; note: nearly all actives have a fitted effect of over 55% in size
The depositor's hits bear a star; u = inconclusive. % is set by controls: 0 for no effect and ±100 for the full control effect; potency is the fitted concentration of half-maximal effect.

SMILES | p53ts 39C tox
C/C(=N\NC(=S)Nc1cccc(C)c1)c1cccc(N)c1 | -5%
O=C(CSc1nc2ccccc2n1-c1ccccc1)Nc1ncc(Cl)cc1Cl | 3%
COC(=O)c1ccc(NC(=O)CSc2nncc3ccc(OC)c(OC)c23)cc1 | 6%
Cc1ccc(-c2ccc(CCC(=O)O)n2NC(N)=S)cc1 | -9%
O=C(/C=C/c1cccc([N+](=O)[O-])c1)Nc1ccc(NC(=O)c2cccs2)cc1 | 7%
CCOC(=O)C1CCCN(C(=O)/C=C/c2ccc([N+](=O)[O-])cc2)C1 (configuration not stated) | 0%
Cc1ccc(N(CCCCN2C(=O)c3ccccc3C2=O)C(=O)c2ccc(Cl)s2)cc1 | -2%
COc1cccc(S(=O)(=O)NCc2ccc(C(=O)Nc3ccc(Cl)cc3)cc2)c1 | 1%
Nc1nnn(CC(=O)N/N=C/c2cccc3ccccc23)n1 | -12%
COC(=O)c1ccc(COC(=O)c2ccc(SC)cc2OC)cc1 | -5%
O=C(NNC(=S)NC1CCCCC1)c1ccc2c(c1)OCO2 | -7%
COc1ccc([N+](=O)[O-])cc1NC(=O)c1ccc(N(Cc2ccccc2C)S(C)(=O)=O)cc1 | 0%
Cc1cc(C)n(-c2ccc(C(=O)OCC(=O)Nc3ccccc3[N+](=O)[O-])cc2)n1 | 9%
COc1ccc(CCNC(=O)COC(=O)C23CC4CC(CC(C4)C2)C3)cc1 | -21%
COc1cc(/C=C2/C(=O)NN(c3cccc(C)c3)C2=O)ccc1OC(=O)c1ccco1 | 21%
Cc1ccc(Cl)cc1NC(=O)COC(=O)c1ccc(N2CCCC2)c([N+](=O)[O-])c1 | 15%
Nc1nnc(CC(=O)N/N=C/c2ccc(-c3ccccc3)o2)s1 | 5%
CCC(C)c1ccc(NC(=O)COc2c(F)c(F)c(C(F)(F)F)c(F)c2F)cc1 (configuration not stated) | 7%
CCN(CC)c1ccc(-n2c(O)c(C=C3N=c4ccccc4=N3)sc2=S)cc1 | 3%
OCCN(CCO)c1ccc(C(c2ccc(Cl)cc2)c2ccc(N(CCO)CCO)cc2Cl)c(Cl)c1 | u
CCOc1ccc(-c2csc(NC(=O)CSC3=NC(=O)CN3C(C)=O)n2)c2ccccc12 | -8%
CCOc1cc(/C=N/NC(=O)CSc2nncn2C)ccc1OCc1cccc(C)c1 | -4%
COc1ccc(CNC(=O)Nc2cccc(C(F)(F)F)c2)cc1OC | 1%
O=C(Cn1c(/C=C/c2ccccc2)nc2ccccc21)Nc1ccc(F)cc1 | -30%
COc1cc(CC(=O)N/N=C/c2ccccc2)c([N+](=O)[O-])cc1OC | 0%
O=C(C1=NN[C@@H]2C(=O)N(c3ccccc3C(F)(F)F)C(=O)[C@H]12)c1ccc2ccccc2n1 | 4%
COc1ccc(C(=O)C(OC(=O)c2ccccc2Cl)c2ccccc2)cc1 (configuration not stated) | -9%
CNc1ccc(/C=C/C(=O)c2ccc(C)cc2)cc1[N+](=O)[O-] | 13%
O=C(NC(=S)N1CCN(c2ccc(C(F)(F)F)cc2[N+](=O)[O-])CC1)c1cccs1 | u
Cc1cccn2c(NC(=O)c3cccs3)c(-c3ccccc3)nc12 | -11%

In the list so far, these have four or more nitrogen atoms:
SMILES | p53ts 39C tox
C/C(=N\NC(=S)Nc1cccc(C)c1)c1cccc(N)c1 | -5%
O=C(CSc1nc2ccccc2n1-c1ccccc1)Nc1ncc(Cl)cc1Cl | 3%
Nc1nnn(CC(=O)N/N=C/c2cccc3ccccc23)n1 | -12%
Cc1cc(C)n(-c2ccc(C(=O)OCC(=O)Nc3ccccc3[N+](=O)[O-])cc2)n1 | 9%
Nc1nnc(CC(=O)N/N=C/c2ccc(-c3ccccc3)o2)s1 | 5%
CCN(CC)c1ccc(-n2c(O)c(C=C3N=c4ccccc4=N3)sc2=S)cc1 | 3%
CCOc1ccc(-c2csc(NC(=O)CSC3=NC(=O)CN3C(C)=O)n2)c2ccccc12 | -8%
CCOc1cc(/C=N/NC(=O)CSc2nncn2C)ccc1OCc1cccc(C)c1 | -4%
O=C(C1=NN[C@@H]2C(=O)N(c3ccccc3C(F)(F)F)C(=O)[C@H]12)c1ccc2ccccc2n1 | 4%
O=C(NC(=S)N1CCN(c2ccc(C(F)(F)F)cc2[N+](=O)[O-])CC1)c1cccs1 | u

More results:
SMILES | p53ts 39C tox
CCc1cccc(CC)c1NC(=O)c1ccccc1CCc1ccccc1 | 1%
CC(C)Cc1nc(Cl)c(C#N)c2c1CCCC2 | 10%
CC(C)Oc1ccc(/C=N/NC(N)=S)cc1 | -8%
O=C(c1ccccc1)N1CCN=C1SCc1ccc([N+](=O)[O-])cc1 | 25%
C=CCn1c(P(C)(=O)O)nc2ccccc21 | 0%
COC(=O)CCC(=O)NC(=S)Nc1c(C)cccc1C | -3%
O=C(O)/C=C/C(=O)NNC(=O)c1ccc(Br)cc1 | 14%
COc1ccc(-c2cc(C(=O)NN)n(-c3ccccc3)n2)cc1 | -19%
Cc1cnc(C(=O)OCC(=O)Nc2ccc(C)c(S(=O)(=O)N3CCCCC3)c2)cn1 | -7%
CCCCCCC(=O)NNC(=O)CC(=O)Nc1ccccc1C(=O)O | 8%
CC1Cc2ccccc2N1C(=O)CSc1nc(-c2ccccc2)cs1 (configuration not stated) | 5%
O=C(COC(=O)c1cccc(S(=O)(=O)NCc2ccccc2)c1)c1ccc2c(c1)OCCO2 | -16%
O=C(N/N=C/c1cccs1)/C(=C/c1ccccc1)NC(=O)c1ccccc1 | -6%
C1CCN(CCCNC2C3CC4CC(C3)CC2C4)C1 (configuration not stated) | 14%
COc1ccc(C2CC(c3ccc(Br)cc3)=NN2C(=O)c2cccnc2)cc1 (configuration not stated) | -7%
COCCCNC(=S)NNC(=O)Cn1nc(C)c(Br)c1C | -9%
Cc1ccc(NC(=S)NC(=O)c2ccc(-c3ccc(Cl)cc3)o2)c(O)c1 | 6%
CCCc1nc2sc3c(=O)n(N)cnc3c2c2c1COC(C)(C)C2 | 13%
COc1ccc(-c2nc3c(c4nnc(SC(C)C(=O)Nc5ccc(C)cc5)n24)COC(C)(C)C3)cc1 (configuration not stated) | -7%
COc1ccc(C(=O)NC2c3ccccc3-c3ccccc32)cc1 | 23%
CCCOc1ccc(-c2nn(-c3ccccc3)cc2/C=C2\SC(N)=NC2=O)cc1C | 3%
CCCC1Cc2c(sc(NC(=S)NC(=O)c3ccccc3)c2C#N)CO1 (configuration not stated) | 5%
CC(=O)c1nc(N2C(=O)CC(Cc3ccc(C)cc3)C2=O)sc1C (configuration not stated) | 0%
Cc1ccc(-n2c(C)cc(/C=C3/C(=N)N4C(c5ccccc5)=CSC4=NC3=O)c2C)cc1 | 13%
CCCCc1nc2sc3c(=O)n(N)cnc3c2c2c1CCCC2 | 7%
CCCCNC(=S)NC1CCCC1 | 3%
COc1ccc(-c2csc(NC(=O)CSc3ccc(Br)cc3)n2)c(OC)c1 | 4%
COc1ccc(OC)c(NC(=O)COC(=O)Cc2ccc(-c3ccccc3)cc2)c1 | 8%
CN(C)c1ccc(/C=C/c2ccc3ccccc3[n+]2C)cc1 | -20%
O=C(Nc1nc2c(s1)CCCC2)c1cc(-c2ccc3c(c2)OCO3)nc2ccccc12 | -6%
CC(O)C(NS(=O)(=O)c1ccc(Cl)cc1)C(=O)OCC(=O)N1CCN(c2ccccc2)CC1 (configuration not stated) | -13%
CCn1c(SCC(=O)Nc2ccc(Cl)cc2)nc2nc3c(cc2c1=O)CCCC3 | -6%
O=C(COC(=O)C1(c2ccc(F)cc2)CCCC1)NCc1ccc2c(c1)OCO2 | -20%
COc1ccccc1-c1nc2cc3ccccc3cc2nc1-c1ccccc1OC | -8%
CCOC(=O)c1c(NC(=O)c2cc3n(n2)C(C(F)(F)F)CC(c2cccs2)N3)sc(C)c1C (configuration not stated) | 10%
COc1cc(/C=c2/sc3nc(-c4ccccc4)c(-c4ccccc4)n3c2=O)cc(OC)c1OC | 13%
O=c1[nH]c2ccc(N/C(=N/S(=O)(=O)c3ccccc3)c3ccccc3)cc2[nH]1 | 11%
Cc1ccc(CSCC(=O)Nc2ccc(F)cc2)cc1 | 4%
CC[C@H](C)[C@H](NC(N)=O)C(=O)Nc1ccc(C)cc1 | -17%
Nc1nc(SCc2ccc([N+](=O)[O-])cc2)c2ncn(C3OC(CO)C(O)C3O)c2n1 (configuration not stated) | 0%
COc1cc(CCC(=O)OCC(=O)Nc2c(C)cccc2C(C)C)cc(OC)c1OC | 10%
COc1cc(C(=O)NNC2=NC(C)(C)Cc3cc(C)c(C)cc32)cc(OC)c1OC | 24%
CN(/N=C/c1ccc2c(c1)OCO2)c1ccccc1 | -24%
COc1ccc(C2=C(Nc3ccccc3)c3ccccc3C2=O)cc1 | 11%
Cc1ccc(NS(=O)(=O)c2ccc(OCC(=O)NCc3ccncc3)cc2)cc1 | -2%
O=C(NCCc1ccccn1)c1cc(-c2ccc(Cl)cc2)nc2ccccc12 | -4%
O=C1NC(CCc2ccccc2)C(=O)N1Cc1ccccc1Cl (configuration not stated) | -1%
COc1ccc(C)cc1S(=O)(=O)N(CC(=O)Nc1cccc([N+](=O)[O-])c1)c1ccc(C)cc1 | 16%
CCN1C(=O)S/C(=C/c2ccc(Sc3nc4ccccc4[nH]3)o2)C1=O | -1%
Cc1onc(-c2ccccc2)c1C(=O)NNC(=S)NC(=O)/C=C/c1cccs1 | 18%
N#Cc1ccc(/C=N/NC(=O)c2ccccc2F)cc1 | 16%
CC(C)C(=O)Nc1cccc(NC(=O)c2ccc([N+](=O)[O-])cc2Cl)c1 | 6%
Cc1ccc(NC(=O)NC(=O)CSc2nnc(-c3ccc(OC(F)F)cc3)n2N)c(C)c1 | -27%
COc1cc(/C=N/NC(=O)c2ccc(=O)[nH]n2)ccc1O | -9%
O=C(NNC(=S)Nc1ccc(Br)cc1Cl)c1ccco1 | -5%
CCCCn1c(/C=N/Nc2nc3ccccc3[nH]2)nc2ccccc21 | -8%
COc1cc(CNCc2ccccn2)ccc1OCC(=O)NC(C)(C)C | -3%
O=C(Nc1ccc(Cl)cc1)Nc1nnc(SCc2ccc(Cl)cc2)s1 | -1%
Cc1cccnc1NC(=O)/C=C/c1ccc2c(c1)OCO2 | -9%
COC(=O)c1ccc(C(=O)OC)c(NC(=O)Oc2ccccc2)c1 | -11%

(continued)
SMILES | p53ts 39C tox
COc1ccc(OC)c(-n2c(=O)c3ccccc3c3ccccc3c2=O)c1 | 19%
O=C(CCC(=O)OCc1ccc(C(=O)Oc2ccc(Cl)cc2)cc1)Nc1ccccc1 | 16%
COc1ccccc1C(=O)Nc1ccc(C)cc1C(=O)c1ccccc1 | 8%
Cc1ccnc(NC(=S)NC(=O)/C=C/c2ccc(Cl)cc2)c1 | 9%
CCOC(=O)NC1(Nc2ccc(C)cc2)Oc2ccccc2O1 | -17%
CCCCC(=O)NC(=S)Nc1cc(C(=O)O)ccc1Cl | 9%
O=C(Nc1ccc([N+](=O)[O-])cn1)c1cc(-c2cccc(Cl)c2)nc2ccccc12 | 18%
O=C(N/N=C/c1ccc[nH]1)c1cccc([N+](=O)[O-])c1 | 1%
N/C(=N\OC(=O)N1CCOCC1)c1ccc(Cl)cc1 | 5%
Cc1ccc(NC(=O)C2C3/C=C\CCCCC32)cc1 (configuration not stated) | -4%
Cc1nn(-c2ccc(Cl)cc2)c(Cl)c1/C=C(\C#N)C(N)=O | -2%
O=C(COC(=O)C1(c2cccc(F)c2)CCCC1)NCc1ccc2c(c1)OCO2 | 15%
O=C(CSc1ccc(-c2cccs2)nn1)N1CCCCC1 | 1%
CC12COC3(C(=O)Nc4ccc([N+](=O)[O-])cc4)CC1CCC32C (configuration not stated) | -3%
COc1ccc(NC(=O)C23CC4CC(C2)CC(c2ccc(C)cc2)(C4)C3)cc1 | 7%

Among those listed so far, these contain two or more sulfur atoms:
SMILES | p53ts 39C tox
CCN(CC)c1ccc(-n2c(O)c(C=C3N=c4ccccc4=N3)sc2=S)cc1 | 3%
CCOc1ccc(-c2csc(NC(=O)CSC3=NC(=O)CN3C(C)=O)n2)c2ccccc12 | -8%
O=C(NC(=S)N1CCN(c2ccc(C(F)(F)F)cc2[N+](=O)[O-])CC1)c1cccs1 | u
CC1Cc2ccccc2N1C(=O)CSc1nc(-c2ccccc2)cs1 (configuration not stated) | 5%
CCCC1Cc2c(sc(NC(=S)NC(=O)c3ccccc3)c2C#N)CO1 (configuration not stated) | 5%
COc1ccc(-c2csc(NC(=O)CSc3ccc(Br)cc3)n2)c(OC)c1 | 4%
CCOC(=O)c1c(NC(=O)c2cc3n(n2)C(C(F)(F)F)CC(c2cccs2)N3)sc(C)c1C (configuration not stated) | 10%
CCN1C(=O)S/C(=C/c2ccc(Sc3nc4ccccc4[nH]3)o2)C1=O | -1%
Cc1onc(-c2ccccc2)c1C(=O)NNC(=S)NC(=O)/C=C/c1cccs1 | 18%
O=C(Nc1ccc(Cl)cc1)Nc1nnc(SCc2ccc(Cl)cc2)s1 | -1%
O=C(CSc1ccc(-c2cccs2)nn1)N1CCCCC1 | 1%

Next part:
SMILES | p53ts 39C tox
COC(=O)c1ccc(C)c(NC(=O)CCSc2ccc(C)cc2)c1 | -8%
COc1ccc(C)cc1NC(=O)c1ccccc1NS(=O)(=O)c1cccc2cccnc12 | -8%
Cc1ccc(C(c2nnnn2C2CCCCC2)N2CCc3ccccc32)cc1 (configuration not stated) | -4%
COc1ccc(C2=NN(C(=O)CSc3ncccn3)C(c3ccc(C)cc3)C2)cc1 (configuration not stated) | -7%
COc1ccc(CNc2nc(C)c([N+](=O)[O-])c(C)c2C#N)cc1 | -3%
COc1cccc(CNC(=O)Cc2ccc(Br)cc2)c1 | 6%
Cc1cccc(-n2[nH]c3c4c(ccc3c2=O)C(=O)c2ccccc2C4=O)c1 | 10%
CCOc1cc(CNCCSc2nnnn2C)cc(Br)c1OCc1ccc(F)cc1 | -7%

A portion of the library; the hit share may differ from the screen's.
